Bioassay records from PubChem.
FEN1 inh: blocks human flap endonuclease 1; P39748; Recombinant FEN1 flap cleavage, fluorescence, 15 min; Potency, µM (top dose mostly 114 µM), for the others: at the highest dose activity change, negative = inhibition, usual class: inhibitors; 390,000 compounds, 0.35% hits; AID 588795; further: nearly all actives have a fitted effect of over 65% in size
Target sequence (P39748 whole entry, looked up): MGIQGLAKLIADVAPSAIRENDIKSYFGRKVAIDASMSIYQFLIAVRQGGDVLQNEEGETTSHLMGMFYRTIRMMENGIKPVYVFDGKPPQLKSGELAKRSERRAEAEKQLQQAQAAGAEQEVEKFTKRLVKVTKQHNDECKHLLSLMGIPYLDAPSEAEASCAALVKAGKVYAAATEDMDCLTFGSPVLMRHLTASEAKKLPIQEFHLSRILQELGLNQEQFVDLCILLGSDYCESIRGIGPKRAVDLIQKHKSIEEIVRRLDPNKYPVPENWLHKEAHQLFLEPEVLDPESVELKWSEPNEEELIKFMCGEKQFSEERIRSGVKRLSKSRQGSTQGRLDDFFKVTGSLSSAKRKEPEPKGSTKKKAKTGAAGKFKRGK
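Potency values derive from four-parameter Hill fits of normalized qHTS data. The reaction used 10 nM FEN1 preincubated 15 min at room temperature with compound, then 50 nM DNA substrate, read at 0 and 15 min.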
N370S GC mod: inhibitors or activators of N370S glucocerebrosidase for Gaucher disease; N370S GC spleen homogenate, 4MU-glucoside fluorescence; Potency, µM (doses to about 59.4 µM), for inactives: top-dose activity change, negative = inhibition, actives largely listed as inhibitors; 330,000 compounds, 0.092% hits;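 further: 0% = full enzyme activity and -100% = no enzyme basal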
TDP1 block: TDP1 (human) enzyme inhibition; recombinant TDP1, AlphaScreen DNA substrate cleavage; Potency, µM (series often up to 130 µM), for inactives: at the top dose activity change, negative = inhibition, actives largely listed as inhibitors; 350,000 compounds, 0.28% hits; AID 485290; further: nearly all actives have a fitted effect of over 40% in size
Target sequence (Q9NUW8 whole entry, looked up): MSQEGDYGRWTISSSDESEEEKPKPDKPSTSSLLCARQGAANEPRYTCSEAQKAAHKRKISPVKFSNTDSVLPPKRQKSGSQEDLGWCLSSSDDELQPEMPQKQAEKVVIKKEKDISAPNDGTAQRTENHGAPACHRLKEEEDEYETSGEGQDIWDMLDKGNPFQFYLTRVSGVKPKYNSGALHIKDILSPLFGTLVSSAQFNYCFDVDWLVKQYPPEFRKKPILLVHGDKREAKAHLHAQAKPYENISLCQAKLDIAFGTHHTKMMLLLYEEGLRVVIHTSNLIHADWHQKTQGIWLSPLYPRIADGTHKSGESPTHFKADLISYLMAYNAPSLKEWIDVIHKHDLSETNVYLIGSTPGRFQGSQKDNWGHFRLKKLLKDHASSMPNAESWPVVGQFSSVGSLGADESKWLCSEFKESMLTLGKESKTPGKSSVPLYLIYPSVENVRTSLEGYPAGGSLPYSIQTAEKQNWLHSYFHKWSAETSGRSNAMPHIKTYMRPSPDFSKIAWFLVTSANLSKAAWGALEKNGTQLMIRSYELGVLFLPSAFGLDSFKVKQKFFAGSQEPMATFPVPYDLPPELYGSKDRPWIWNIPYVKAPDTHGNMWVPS
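Here, a 5' biotin and 3' phosphotyrosine-FITC DNA oligonucleotide reports Tdp1 activity: intact substrate bridges AlphaScreen beads, while cleavage leaves a 3' phosphate and drops signal. All incubations at room temperature.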
* hit, by the source's call; ? = inconclusive; nt = not tested or not shown; & = joins results of further samples; [ ] = another dose, or the depositor's remark. The call rests on the fitted dose curve; in most records, active means well fitted curve in the direction sought with a large enough effect; inconclusive means small, poorly fitted or top-dose-only effect, or another doubt; inactive means no such curve, though single readings can be large; an effect the other way counts as inactive or inconclusive. Unless noted, on the % scale 0 is the no-effect control and ±100 the full control effect; potency means the concentration at half of the fitted maximal effect.

Every second line gives: FEN1 inh | N370S GC mod | TDP1 block
O=C(CSC1=Nc2ccccc2C2=NC(Cc3ccccc3)C(=O)N12)Nc1cccc(Cl)c1 (stereo not given)
 : 3% | nt | 4%
CCOC(=O)c1cccc(NC(=O)C2COc3ccc(OC)cc3C2)c1 (stereo not given)
 : -13% | nt | 2%
COc1ccccc1NC(=O)COc1cccc(-n2cnnn2)c1
 : -4% | 20% | -2%
COc1cc(NC(=O)c2cccs2)c(C(=O)OCC(=O)NCc2ccccc2)cc1OC
 : -8% | 2% | 6%
C=CCSc1nnc2n(CCc3ccccc3)c(=O)c3c4c(sc3n12)COC(C)(C)C4
 : -3% | 5% | -2%
CC(=O)OCC(=O)Nc1ccc(N=Nc2ccccc2)cc1
 : -8% | -20% | 7%
O=C(NCCOC(=O)C1COc2ccccc2O1)C1COc2ccccc2O1 (stereo not given)
 : 5% | 0% | 0%
O=C(CN1C(=O)C2CCCCN2C(=O)c2ccccc21)N1CCCc2ccccc21 (stereo not given)
 : 3% | -11% | 6%
Cc1cc(=O)oc2cc(NC(=S)NCc3cccnc3)ccc12
 : 4% | ? | -5%
CCCCCOC(=O)c1ccccc1C(=O)O
 : -5% | 4% | -1%
Cc1ccc(NC(=O)c2oc3ccccc3c2NC(=O)c2cc3ccccc3o2)cc1
 : 13% | nt | 6%
Oc1ccc(Br)cc1Cn1nnc2ccccc21
 : -14% | 10% | nt
Cc1cc(=O)[nH]c2ccc(S(=O)(=O)NCc3ccccc3)cc12
 : 6% | 1% | 5%
Cc1cccc(N2C(=O)CC(Sc3nc(C)c4c(n3)CCCC4)C2=O)c1 (stereo not given)
 : 1% | 0% | 2%
CCC(C)NC(=O)C1c2ccccc2C(=O)N1Cc1ccc(OC)cc1OC (stereo not given)
 : 9% | -5% | 0%
CCOC(=O)C1CCN(C(=O)c2cc3ccc(OC)cc3[nH]2)CC1
 : -4% | -6% | nt
Cc1nn(C)c(C)c1CCNC(=O)Nc1ccccc1C(F)(F)F
 : 18% | nt | 1%
COC(=O)c1c(C)oc2ccc(N(C(C)=O)S(=O)(=O)c3ccccc3)cc12
 : -5% | 4% | nt
Cc1cc(N)n2ncc(-c3ccc(Cl)cc3)c2n1
 : 2% | 7% | 5%
Cc1cc2cc(CCNC(=O)C3c4ccccc4Oc4ccccc43)c(=O)[nH]c2cc1C
 : nt | -8% | 1%
O=C(Cn1cncn1)N1CCN(c2ccc(F)cc2)CC1
 : -2% | 7% | 0%
COCCN(C(=O)CSc1nc2ccc(OC)cc2[nH]1)c1c(N)n(Cc2ccccc2)c(=O)[nH]c1=O
 : -3% | -15% | 0%[0.505 µM]
O=C(Nc1ncc([N+](=O)[O-])s1)c1ccco1
 : 19% | 1% | 6%
COc1ccc(CN(Cc2cccn2C)S(=O)(=O)c2cccc(C(F)(F)F)c2)cc1
 : -33% | 14% | 1%
CCOC(=O)c1c(NC(=O)NC(C)(C)C)sc2c1CCN(C)C2
 : -2% | 9% | 0%
CCCCc1nnc(NC(=O)c2ccc(-n3cncn3)c([N+](=O)[O-])c2)s1
 : 1% | -2% | -3%
CC(=O)c1ccc(NC(=O)C2CCCN2S(=O)(=O)c2ccc(F)cc2)cc1 (stereo not given)
 : -4% | 1% | -1%
Cc1ccc(NC(=O)CSc2nc3ccc(NC(=O)c4ccco4)cc3s2)c(C)c1
 : -7% | nt | -4%
COc1ccc(OCc2nnc(SCC(=O)c3ccccc3)o2)cc1
 : -23% | 8% | 5%
Cc1cc(C)c(C)c(S(=O)(=O)NCc2ccc(C(=O)N3CCN(C)CC3)cc2)c1C
 : 0% | -3% | 8%

Next section
Every second line gives: FEN1 inh | N370S GC mod | TDP1 block
Cc1nn(Cc2ccc(Cl)cc2)c(C)c1NC(=O)/C=C/c1cnn(C)c1
 : -5% | -3% | 4%
Cn1c(=O)c2c(nc(CN3CCN(Cc4ccccc4)CC3)n2CCN2CCOCC2)n(C)c1=O
 : 7% | 2% | -1%
O=C(Oc1cccnc1)c1cccc(Cl)c1
 : -1% | 0% | -12%
COc1cccc(-c2ncc3ccccc3c2COC(=O)CCC(=O)O)c1
 : -2% | nt | 1%
COC(=O)[C@@]1(Cc2ccccc2)[C@@H]2C(=CC(=O)[C@H]2CC(=O)C(=O)N(C)C)CN1C(=O)c1ccccc1
 : 4% | 6%&15% | -4%&4%
CCCCCCOc1ccc(/C=N/NC(=O)C2CC2)cc1
 : 0% | 0% | 3%
Cc1cc(OCCn2nc(C(=O)O)c3ccccc3c2=O)ccc1C(C)C
 : 3% | -7% | -8%
CC(=O)Nc1ccc(S(=O)(=O)NC2(C(F)(F)F)C(=O)Nc3c2c(=O)[nH]c(=O)n3Cc2cccnc2)cc1 (stereo not given)
 : 1% | 2% | -5%
Cc1ccccc1OCC(=O)OCc1cc(=O)n2nc(C3CCCCC3)sc2n1
 : -4% | nt | 5%
C=C(C(=O)O)[C@@H]1CC[C@@]2(C)CCC[C@](C)(O)[C@@H]2C1
 : nt | -4% | 1%
CCc1cc(CNC(=O)CCc2nnc(Cc3cccc(C)c3)o2)on1
 : -7% | -4% | -1%
CCCN(CC(=O)Nc1ccccc1OC)C(=O)Cc1ccc2c(c1)CCC2
 : 11% | nt | 1%
COC(=O)c1cc(O)cc(OC)c1Oc1cc(C)cc(O)c1C(=O)O
 : 50µM* | -14% | nt
CCOC(=O)N1CCN(CC(O)COc2ccc(C(C)C)c(C)c2)CC1 (stereo not given)
 : -16% | -10% | nt
Cc1ccc2[nH]c(=O)c(CN(Cc3cccs3)S(=O)(=O)c3ccc4c(c3)OCCO4)cc2c1
 : 12% | 8% | 3%
COc1ccc(C(=O)NC2CCCc3ccccc32)cc1S(=O)(=O)N1CCOCC1 (stereo not given)
 : 0% | 0% | 0%
O=C(COc1ccc([N+](=O)[O-])cc1)Nc1ccc(C(=O)NCc2cccnc2)cc1
 : -2% | -6% | 8%
CCc1ccc(OCC(=O)NNC(=O)c2cc(S(=O)(=O)N3CCOCC3)ccc2N2CCCC2)cc1
 : -8% | nt | -2%[56.1 µM]
Cc1cc(C(=O)Nc2sc(C)c(C)c2C#N)c(C)o1
 : -8% | -2% | 1%
NNc1nc(-c2ccccc2)nc2sc3c(c12)CCCC3
 : -5% | 16% | -1%
CC1=Nc2cc(C(=O)O)ccc2Sc2c(C)ccc(C)c21
 : 4% | -3% | 2%
Cc1cccc(C(=O)NC(=S)NNC(=O)c2cccs2)c1
 : -4% | 9% | -3%
O=C(C1CCCO1)N1CCN(C(=S)Nc2cccc(F)c2)CC1 (stereo not given)
 : 6% | -2% | 2%
COC(=O)[C@H](CCSC)NC(=O)C/C=C\[C@@H](C)[C@@H](CO)OC
 : nt | -5%[12.8 µM] | 4%[21 µM]
CCCCC(CC)C(=O)Nc1ccccc1C#N (stereo not given)
 : 13% | 4% | -2%
COc1cccc(CC(=O)OCC(=O)NCc2ccc3c(c2)OCO3)c1
 : -4% | nt | 0%
CCN(C(=O)CN1C(=O)c2ccc([N+](=O)[O-])cc2C1=O)C1CCCCC1
 : 21% | -1% | 8%
O=C(CCCOc1ccccc1)Nc1ncccn1
 : -1% | 8% | 4%
CC(=O)c1cccc(NC(=O)C(C)OC(=O)CCC2CCCCC2)c1 (stereo not given)
 : -17% | -5% | nt
O=C(Oc1ccc(Cl)cc1)c1cc(-c2ccc3c(c2)OCCO3)on1
 : -10% | nt | -9%

Other structures follow:
SMILES | FEN1 inh | N370S GC mod | TDP1 block
CCOC(=O)N1CCN(C(=O)C2CCN(S(=O)(=O)c3ccc(Br)s3)CC2)CC1 | -1% | 23% | 3%
CN(C)S(=O)(=O)Oc1ccc(Cl)cc1C(=O)Nc1cccc(C(F)(F)F)c1 | 7% | 3% | -4%
O=C(NC1CC1)C1=C[C@@H](c2ccc(Br)cc2)C[C@@H](OCc2ccc(CO)cc2)O1 | -16% | 11% | 4%
CC1=C(c2ccc(C)cc2)S(=O)(=O)NC1=NCCCN1CCN(c2ccccc2F)CC1 | 2% | nt | -6%
CC(/C=N\N1CCN(c2ccc(Cl)cc2)CC1)=C\c1ccccc1 | 1% | -3% | 1%
COc1ccccc1C(=O)Nc1c(C(=O)N(C)Cc2ccccc2)sc2nc(C)c(Cl)c(C)c12 | 4% | nt | 3%
COC(=O)c1sc(N)c(C(=O)OC)c1CSc1nnnn1C | -1% | -1%[2.35 µM] | 2%
Cc1ccc(NC(=O)c2nnn(Cc3ccccc3)c2N)cc1C | -2% | nt | 2%
COc1ccc(-c2nc(N3CCN(S(=O)(=O)c4ccc(F)cc4)CC3)c3ccccc3n2)cc1 | -12% | nt | -1%
O=C(Nc1ccc(Cl)c(Cl)c1)Nc1ccccc1O | -15% | 4% | 0%
COC(=O)c1cccc(CSc2nnc(C)s2)c1 | 10% | -8% | -1%
O=C(/C=C/c1ccc(F)cc1)N1CCN(c2ncccn2)CC1 | -8% | -5% | 8%
C=CCn1c(SCC(=O)NC2CCCC2)nnc1-c1cccnc1 | -4% | -10% | 2%
COc1ccc(C(=O)Oc2ccc(/C=N/Nc3ccc(Cl)c(C(=O)O)c3)cc2OC)cc1 | ? | 9% | 7%
CCC(C)NC(=O)c1ccc(CS(=O)(=O)Cc2ccc(Cl)cc2)o1 (stereo not given) | 33% | -29% | 0%
COc1cccc(NC(=O)c2cccnc2)c1 | -1% | 17% | 2%
Cc1onc(-c2ccccc2Cl)c1C(=O)OCC(=O)N1CCN(c2ccccc2)CC1 | 3% | 3% | 1%
O=C(Nc1ccc(C(=O)NCCCN2CCCCC2)cc1)C1=CSCCO1 | 7% | 5% | 0%
NC(=O)c1ccc[n+](Cc2ccccc2)c1 | 0% | 3% | 5%
Cc1nc(NCc2ccc3c(c2)OCO3)c2nnn(Cc3ccccc3)c2n1 | -14% | -27% | 8%

Arranged by molar mass (ascending): seven of the compounds above
SMILES | FEN1 inh | N370S GC mod | TDP1 block
O=C(Nc1ccc(Cl)c(Cl)c1)Nc1ccccc1O | -15% | 4% | 0%
CC(/C=N\N1CCN(c2ccc(Cl)cc2)CC1)=C\c1ccccc1 | 1% | -3% | 1%
C=CCn1c(SCC(=O)NC2CCCC2)nnc1-c1cccnc1 | -4% | -10% | 2%
Cc1nc(NCc2ccc3c(c2)OCO3)c2nnn(Cc3ccccc3)c2n1 | -14% | -27% | 8%
CN(C)S(=O)(=O)Oc1ccc(Cl)cc1C(=O)Nc1cccc(C(F)(F)F)c1 | 7% | 3% | -4%
CC1=C(c2ccc(C)cc2)S(=O)(=O)NC1=NCCCN1CCN(c2ccccc2F)CC1 | 2% | nt | -6%
COc1ccccc1C(=O)Nc1c(C(=O)N(C)Cc2ccccc2)sc2nc(C)c(Cl)c(C)c12 | 4% | nt | 3%

(next part)
SMILES | FEN1 inh | N370S GC mod | TDP1 block
COc1ccc([N+](=O)[O-])cc1NC(=O)C1CCCN1S(=O)(=O)c1cccs1 (stereo not given) | -9% | -4% | 1%
Cc1ccc(Cn2c(SC(C)C(N)=O)nc3ccccc3c2=O)cc1 (stereo not given) | -3% | -5% | 0%
NC(=O)C1CCN(Cc2ccc(OCc3ccccc3)cc2)CC1 | 0% | -14% | nt
CCc1ccc(NC(=O)Cn2cc(S(=O)(=O)c3ccc(F)cc3)c(=O)c3cc(OC)ccc32)cc1 | 0% | nt | 6%
COc1ccc(C(=O)Nc2nnc(-c3ccccc3)o2)cc1OC | -2% | ? | 7%
N#Cc1ccc(C(=O)Nc2cccc(NC(=O)c3ccco3)c2)c(F)c1 | 1% | 17% | -1%
CCOc1cccc(C(=O)Nc2ccc3oc(-c4cccnc4)nc3c2)c1 | -12%&2% | -3% | nt
CCS(=O)(=O)c1nc2ccccc2n1CC(=O)N1CCCCC1 | -12% | 7% | 0%
O=C(CNS(=O)(=O)c1ccc(Br)cc1Cl)OCC(=O)c1ccc[nH]1 | -4% | -1% | 1%[0.505 µM]
CCOc1ccc2oc(-c3ccccc3)c(C(N)=O)c2c1 | 8% | -5% | nt
O=C(NC1CCCC1)c1cnc2n(c1=O)CCS2 | 0% | 9% | 3%
COc1ccccc1CN1CC(C(=O)N2CCCCCCC2)CCC1=O (stereo not given) | 1% | -9% | 5%
c1ccc(COC2CCCN(Cc3nc(-c4cccs4)no3)C2)nc1 (stereo not given) | -11% | 14% | nt
Cc1ccc(CN2C(=O)CCC2C(=O)NCCCN2CCC(C)CC2)cc1 (stereo not given) | -4% | -12% | 2%
CCCCC/C=C\C/C=C\C/C=C\C=C\C(O)CCCC(=O)O (stereo not given) | nt | 0% | 8%
O=C(CCc1nnc2ccc(NCc3ccc(Cl)cc3)nn12)NC1CCCCC1 | 4% | 0% | -3%
CC(=O)N1CCn2c3c(c(=O)c4cc(C)ccc42)CCC31 (stereo not given) | -9% | -1% | 4%
COc1ccccc1C(=O)Nc1ccnn1C1CCN(C2CCSCC2)CC1 | -2% | -20% | 4%
CCOc1ccc(C(=O)N/N=C/c2ccc(-c3ccc(S(=O)(=O)Nc4ncccn4)cc3)o2)cc1 | ? | 0% | -9%
O=C(C1CC(=O)N(C2CCCCC2)C1)N1CCN(c2ccccc2)CC1 (stereo not given) | -7% | 0% | 5%
